High-throughput results as filed in PubChem BioAssay.
GSK3 alpha inh = blockers of GSK3A enzyme activity – biochemical, luminescence, cell-free homogeneous, HTS, primary screen | Glycogen synthase kinase-3 alpha (Homo sapiens), P49840 | GSK-3 alpha kinase, ADP-Glo luminescence, 60 min | inhibition, % at 10 µM | 320,000 compounds, 0.1% hits;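 in the data active = inhibition above about 50%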;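 also: GST-tagged GSK-3 alpha with peptide substrate and 25 µM ATP; 0% = DMSO neutral wells and 100% = GW8510 positive control wells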
Target sequence (P49840 whole entry, looked up): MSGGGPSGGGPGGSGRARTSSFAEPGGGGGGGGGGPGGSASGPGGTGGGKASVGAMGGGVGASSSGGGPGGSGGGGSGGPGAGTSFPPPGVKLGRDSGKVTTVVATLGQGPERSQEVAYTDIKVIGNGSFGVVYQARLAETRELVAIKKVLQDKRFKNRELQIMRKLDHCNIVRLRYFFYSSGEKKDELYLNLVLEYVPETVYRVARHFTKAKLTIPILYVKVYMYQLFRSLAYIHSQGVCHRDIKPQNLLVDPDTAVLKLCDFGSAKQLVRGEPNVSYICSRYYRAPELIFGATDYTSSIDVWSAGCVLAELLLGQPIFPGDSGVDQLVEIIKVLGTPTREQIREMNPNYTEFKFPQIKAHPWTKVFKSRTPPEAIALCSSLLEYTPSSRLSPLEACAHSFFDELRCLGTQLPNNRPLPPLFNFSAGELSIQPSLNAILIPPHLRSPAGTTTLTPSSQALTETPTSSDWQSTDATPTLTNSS
PolyA inh = polyadenylation inhibitors in yeast reporter cells, primary screen, luminescence, S. cerevisiae | S. cerevisiae SKY197-pL101 polyadenylation reporter, beta-gal luminescence; efflux-impaired pdr1/pdr3 knockout yeast; score 100 = 6 SD above DMSO | calls only at 12 µM | 300,000 compounds, 0.02% hits;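 active = lowest replicate activity score at least 50, where 100 means six control SD above control mean; inconclusive = lowest score under 50 but half or more replicates reach 50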;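 also: yeast exposed to compound for 9 h at 30 °C; higher score means more reporter readthrough which indicates perturbed polyadenylation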
HSP90 refold inh = HSP90 inhibitors, primary screen, cell lysate, luminescence; Heat shock protein HSP 90 (rabbit reticulocyte lysate; luciferase refolding); Rabbit reticulocyte lysate, luciferase refolding luminescence, 3 h; inhibition, % at 5.6 µM; 290,000 compounds, 0.91% hits;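 active = inhibition above the screen-wide mean plus 3 SD, computed separately per campaign, cut at about 16% in these data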;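 also: 0% = DMSO wells and 100% = 60 µM geldanamycin wells; inhibitors lower the luminescence because luciferase stays unfolded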
GSK3beta inhib = human GSK3beta kinase inhibitors, primary screen, biochemical, cell-free homogeneous, HTS | Glycogen synthase kinase-3 beta (Homo sapiens), P49841 | GST-GSK3beta kinase, ADP-Glo luminescence, 60 min; stronger effect = lower value | activity score (negative = inhibition), % at 10 µM | 300,000 compounds, 0.038% hits | AID 2097, 2009;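 active = more than half of replicate wells score below -50%, meaning over 50% inhibition versus plate controls; inconclusive = some replicates but at most half score below -50%; inactive = no replicate scores below -50%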;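 also: 0% = median DMSO wells and -100% = median GW8510 positive control wells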
Target sequence (P49841 whole entry, looked up): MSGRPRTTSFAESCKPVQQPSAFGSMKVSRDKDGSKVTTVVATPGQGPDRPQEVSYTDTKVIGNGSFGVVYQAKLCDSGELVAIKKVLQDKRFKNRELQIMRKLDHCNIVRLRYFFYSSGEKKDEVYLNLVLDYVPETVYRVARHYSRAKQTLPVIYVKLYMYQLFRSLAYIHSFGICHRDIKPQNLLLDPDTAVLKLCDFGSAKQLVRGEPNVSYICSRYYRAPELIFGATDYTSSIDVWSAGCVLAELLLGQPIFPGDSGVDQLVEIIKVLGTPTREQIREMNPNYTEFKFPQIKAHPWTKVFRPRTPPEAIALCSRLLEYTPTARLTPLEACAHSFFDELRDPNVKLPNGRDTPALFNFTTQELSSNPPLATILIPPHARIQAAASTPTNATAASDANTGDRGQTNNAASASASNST
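Assay system: GST-tagged human GSK3beta kinase, cell-free; Input: 1.6 ng GSK3beta; Medium: Tris/MgCl2 kinase buffer; Timing: 60 min enzyme reaction, room temperature; Signal: ADP-Glo luminescence quantifying ADP generated by kinase; Evaluation: score relative to plate controls; Benchmarks: DMSO neutral wells and GW8510 at 20 µM as positive.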
HSF1 inh = HSF1 inhibitors in luciferase reporter cells, primary screen, cell-based, NIH3T3, luminescence | AID 2098, 2009 | NIH3T3-HGL HSE-luciferase, MG132-induced, luminescence 8 h; stronger effect = lower value | 300,000 compounds, 0.77% hits | activity change, negative = inhibition, % at 7.5 µM (by protocol);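 active = more than half of replicate wells show activity change below -50%, luminescence cut by over half; inconclusive = some wells, but at most half, below -50%; inactive = no replicate well below -50%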;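 also: luciferase reports HSF-1 transcriptional activity via heat shock element; 0% = median of DMSO wells and -100% = zero luminescence signal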
Dyrk1A ADPGlo = rat Dyrk1A kinase inhibitors, primary screen, biochemical, single point, plate reader; Dual specificity tyrosine-phosphorylation-regulated kinase 1A (Rattus norvegicus), Q63470; ADP-Glo luminescence, NFATc1 peptide; inhibition, % at 12.5 µM; 310,000 compounds, 0.43% hits; in the data active = inhibition above about 50%;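 also: plate controls were vehicle with enzyme for no effect and no enzyme for full effect; many of its hits are not listed in these tables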
HDAC3 inh = HDAC3 deacetylase inhibitors, primary screen, biochemical, fluorescence, cell-free homogeneous. Histone deacetylase 3 (Homo sapiens), O15379. recombinant HDAC3, fluorogenic peptide/trypsin coupled. 320,000 compounds, 0.15% hits. inhibition, % at 8.3 µM; in the data active = inhibition above about 26%, passing the limit was not always enough; inconclusive = no clear call, values can overlap the other calls
Platelet DG rel = inhibitors of platelet dense granule secretion, primary screen, cell-based, MLPCN, human platelets | human platelet-rich plasma, SFLLRN dense granule ATP release, luminescence | 300,000 compounds, 0.22% hits | inhibition, %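 (compounds screened at 7.5 µM in platelet-rich plasma)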 | AID 1663, 2009;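 active = mean replicate score, as percent of positive control, at or above 50; inconclusive = mean below 50 but at least one replicate at or above 50; inactive = mean and every replicate below 50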
AI-2 QS mod = Vibrio harveyi AI-2 quorum sensing modulators, primary screen, JMH597 strain, luminescence/OD600 ratio. 300,000 compounds, 0.4% hits. activity change, % at 7.5 µM. AID 2094, 2009. Vibrio harveyi JMH597 AI-2 luminescence/OD600 ratio, 9 h; stronger effect = lower value; strain lacks LuxN and CqsS sensors; 0 = neutral-control median; in the data active = activity change below about -75%, passing the limit was not always enough; inconclusive = no clear call, values can overlap the other calls;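 also: luminescence divided by OD600 gain over 9 h not by final OD600 alone; inactives centre near 13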
HSF1 activator = HSF-1 activators, primary screen, NIH3T3-HGL cells, MG132 stress, luminescence, single point; 300,000 compounds, 1.7% hits; activation, % at 9 µM; AID 504408, 2011; NIH3T3-HGL HSF-1 luciferase reporter, 8 h; 100% = twice DMSO control signal;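 active = mean replicate activation of at least 50% with a set share of replicates each reaching 50%; inconclusive = only one of those two conditions met; inactive = mean below 50% and too few replicates reaching it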;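 also: 0% = median of the neutral control wells and 100% = twice that signal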
* hit, by the source's call. Some of the compounds tested. The share of hits here may be higher or lower than overall.

How did CCOC(=O)c1ccc(N2C(=O)CC(N3CCN(C(=O)c4ccco4)CC3)C2=O)cc1 (stereo not given) do in these assays?
GSK3 alpha inh: 0; PolyA inh: inactive; HSP90 refold inh: -1; GSK3beta inhib: 3; HSF1 inh: 3; Dyrk1A ADPGlo: 4; HDAC3 inh: -5; AI-2 QS mod: 4; HSF1 activator: 7

What do the screens show for `Cn1ccc(NC(=O)Nc2cccc(C(F)(F)F)c2)n1`?
GSK3 alpha inh: 1; PolyA inh: inactive; HSP90 refold inh: -2; GSK3beta inhib: -1; HSF1 inh: 0; Dyrk1A ADPGlo: 7; HDAC3 inh: 5; Platelet DG rel: 3; AI-2 QS mod: -4; HSF1 activator: 0

Results for COc1ccc(-c2ccoc2)cc1[C@H]1[C@H]2C=CC[C@@H](C)[C@@H]2C(=O)N1Cc1ccccc1 ?
PolyA inh: inactive; GSK3beta inhib: -3; HSF1 inh: 19; Dyrk1A ADPGlo: -11; HDAC3 inh: 3; Platelet DG rel: 4; AI-2 QS mod: 22; HSF1 activator: 18

What do the screens show for `CCN(CC(=O)NC1CCS(=O)(=O)C1)S(=O)(=O)c1cc(C)ccc1C` (stereo not given)?
GSK3 alpha inh: -4; PolyA inh: inactive; GSK3beta inhib: -7; HSF1 inh: -6; Dyrk1A ADPGlo: 11; Platelet DG rel: 6; AI-2 QS mod: 8; HSF1 activator: 4

How did CC1CCN(C(=O)CN2C(=O)C(C)(C)Oc3ccc(C(=O)NC4CCCC4)cc32)CC1 do in these assays?
GSK3 alpha inh: -2; PolyA inh: inactive; HSP90 refold inh: 0; GSK3beta inhib: -1; HSF1 inh: -5; Dyrk1A ADPGlo: 4; HDAC3 inh: 8; Platelet DG rel: 11; AI-2 QS mod: 12; HSF1 activator: 7

Results for CC(C)c1ccc(Nc2ccc(C(=O)O)cc2[N+](=O)[O-])cc1 ?
GSK3 alpha inh: -2; PolyA inh: inactive; HSP90 refold inh: -2; GSK3beta inhib: -1; HSF1 inh: -6; Dyrk1A ADPGlo: 5; HDAC3 inh: -2; Platelet DG rel: 14; AI-2 QS mod: 6; HSF1 activator: -5

What do the screens show for `CCc1ccc(/C=N/NC(=O)c2nnn(-c3nonc3N)c2CN2CCOCC2)cc1`?
GSK3 alpha inh: 4; PolyA inh: inactive; HSP90 refold inh: 4; GSK3beta inhib: -2; HSF1 inh: -6; Dyrk1A ADPGlo: -5; HDAC3 inh: 8; Platelet DG rel: 50*; AI-2 QS mod: 16; HSF1 activator: 8

Results for COC(=O)C1=C(N)Oc2cc(C)n(Cc3ccncc3)c(=O)c2C1c1cccnc1 (stereo not given) ?
GSK3 alpha inh: 0; PolyA inh: inactive; HSP90 refold inh: 4; GSK3beta inhib: -4; HSF1 inh: -2; Dyrk1A ADPGlo: -7; HDAC3 inh: 2; Platelet DG rel: 0; AI-2 QS mod: 16; HSF1 activator: -2

How did O=C(Nc1ccccn1)c1ccc(COc2ccccc2Cl)o1 do in these assays?
GSK3 alpha inh: -3; PolyA inh: inactive; HSP90 refold inh: 3; GSK3beta inhib: 2; HSF1 inh: 14; Dyrk1A ADPGlo: 4; HDAC3 inh: 0; Platelet DG rel: -1; AI-2 QS mod: 1; HSF1 activator: 39

How did O=C(c1ccco1)N1CCN(C(=O)c2cnn3cccnc23)CC1 do in these assays?
GSK3 alpha inh: 2; PolyA inh: inactive; HSP90 refold inh: -2; GSK3beta inhib: -1; HSF1 inh: -3; HDAC3 inh: -6; Platelet DG rel: 10; AI-2 QS mod: 18; HSF1 activator: 6

Results for COc1ccc(-c2cnc3ccccc3n2)cc1NC(=O)CNC(=O)c1ccccc1 ?
GSK3 alpha inh: 2; PolyA inh: inactive; HSP90 refold inh: 2; GSK3beta inhib: 4; HSF1 inh: -3; HDAC3 inh: 3; Platelet DG rel: -24; AI-2 QS mod: 10; HSF1 activator: -11

What do the screens show for `COc1ccc(/C(C)=N/OCC(=O)N2CC3(C)CC2CC(C)(C)C3)cc1` (stereo not given)?
GSK3 alpha inh: 3; PolyA inh: inactive; HSP90 refold inh: 2; GSK3beta inhib: -3; HSF1 inh: 3; Dyrk1A ADPGlo: 1; HDAC3 inh: 0; Platelet DG rel: -5; AI-2 QS mod: 17; HSF1 activator: -7

Reprinted at random: two entries already listed.
Results for COC(=O)C1=C(N)Oc2cc(C)n(Cc3ccncc3)c(=O)c2C1c1cccnc1 (stereo not given) ?
GSK3 alpha inh: 0; PolyA inh: inactive; HSP90 refold inh: 4; GSK3beta inhib: -4; HSF1 inh: -2; Dyrk1A ADPGlo: -7; HDAC3 inh: 2; Platelet DG rel: 0; AI-2 QS mod: 16; HSF1 activator: -2

Results for COc1ccc(-c2cnc3ccccc3n2)cc1NC(=O)CNC(=O)c1ccccc1 ?
GSK3 alpha inh: 2; PolyA inh: inactive; HSP90 refold inh: 2; GSK3beta inhib: 4; HSF1 inh: -3; HDAC3 inh: 3; Platelet DG rel: -24; AI-2 QS mod: 10; HSF1 activator: -11

Other structures.
How did Cc1cc(C(F)F)n2nc(C(=O)Nc3sc4c(c3C(N)=O)CCC4)nc2n1 do in these assays?
PolyA inh: inactive; HSP90 refold inh: 0; GSK3beta inhib: -3; Dyrk1A ADPGlo: 5; Platelet DG rel: -5; AI-2 QS mod: 28

Results for CCOc1ccccc1CNC(=O)CCNC(=O)Cn1ccc2ccccc2c1=O ?
GSK3 alpha inh: -4; PolyA inh: inactive; HSP90 refold inh: -2; GSK3beta inhib: 0; HSF1 inh: 12; Dyrk1A ADPGlo: 2; HDAC3 inh: -5; Platelet DG rel: -7; AI-2 QS mod: 12; HSF1 activator: -6

Results for C=C(C)c1cccc(C(C)(C)NC(=O)Nc2cc(C)ccn2)c1 ?
GSK3 alpha inh: -4; PolyA inh: inactive; HSP90 refold inh: -6; GSK3beta inhib: 0; HSF1 inh: 5; Dyrk1A ADPGlo: 0; HDAC3 inh: 4; Platelet DG rel: 5; AI-2 QS mod: 6; HSF1 activator: -1

What do the screens show for `O=C(CSc1nc2ccccc2nc1N1CCOCC1)Nc1ccccc1F`?
GSK3 alpha inh: -1; PolyA inh: inactive; HSP90 refold inh: 0; GSK3beta inhib: 1; HSF1 inh: 9; Dyrk1A ADPGlo: -2; HDAC3 inh: 1; Platelet DG rel: 1; AI-2 QS mod: 9; HSF1 activator: -10

What do the screens show for `CCN(CC)S(=O)(=O)c1ccc(S(=O)(=O)N2CCC(N3CCCCC3)CC2)cc1`?
GSK3 alpha inh: -2; PolyA inh: inactive; HSP90 refold inh: -1; GSK3beta inhib: 0; HSF1 inh: -9; Dyrk1A ADPGlo: -1; HDAC3 inh: 5; Platelet DG rel: 7; AI-2 QS mod: 11; HSF1 activator: 1

Results for O=C(CCN1C(=O)c2ccccc2C1=O)Nc1ccncc1 ?
GSK3 alpha inh: -2; PolyA inh: inactive; HSP90 refold inh: 2; GSK3beta inhib: 0; HSF1 inh: 2; Dyrk1A ADPGlo: 2; HDAC3 inh: -1; Platelet DG rel: 1; AI-2 QS mod: 8; HSF1 activator: 0

What do the screens show for `CCOc1ccc(OCC(=O)NCc2n[nH]c(=O)c3ccccc23)cc1`?
GSK3 alpha inh: -3; PolyA inh: inactive; GSK3beta inhib: -1; HSF1 inh: 1; Dyrk1A ADPGlo: -5; HDAC3 inh: 1; Platelet DG rel: 8; AI-2 QS mod: 6; HSF1 activator: 10

Results for Cc1ccc(S(=O)(=O)CCC(=O)Nc2nnc(CC(C)C)s2)cc1 ?
GSK3beta inhib: 1; HSF1 inh: 7; Dyrk1A ADPGlo: 0; Platelet DG rel: 3; AI-2 QS mod: -1; HSF1 activator: 16

How did COc1cccc(NC(=O)CSc2nc(C)cs2)c1 do in these assays?
GSK3 alpha inh: 1; PolyA inh: inactive; HSP90 refold inh: 1; GSK3beta inhib: -2; HSF1 inh: 8; Dyrk1A ADPGlo: -3; HDAC3 inh: 1; Platelet DG rel: 30; AI-2 QS mod: 15; HSF1 activator: -9

Results for CCCCOc1ccc(C)cc1CN(CCO)CCO ?
GSK3 alpha inh: 1; PolyA inh: inactive; HSP90 refold inh: 4; GSK3beta inhib: -2; HSF1 inh: 1; Dyrk1A ADPGlo: -2; HDAC3 inh: -3; Platelet DG rel: -1; AI-2 QS mod: 38; HSF1 activator: -13

Results for COc1ccc(OC)c(C2C(C(N)=O)=C(C)Nc3nc(-c4cccc(Cl)c4)nn32)c1 (stereo not given) ?
GSK3 alpha inh: 0; PolyA inh: inactive; HSP90 refold inh: -2; GSK3beta inhib: -4; HSF1 inh: 6; Dyrk1A ADPGlo: -3; HDAC3 inh: inconclusive; Platelet DG rel: -1; AI-2 QS mod: 20; HSF1 activator: 40

How did CCN(C(=O)COC(=O)C1CCN(S(=O)(=O)c2ccc3c(c2)OCCO3)CC1)C1CCS(=O)(=O)C1 (stereo not given) do in these assays?
GSK3 alpha inh: -1; PolyA inh: inactive; GSK3beta inhib: -5; HSF1 inh: 0; HDAC3 inh: -1; Platelet DG rel: -1; AI-2 QS mod: 22; HSF1 activator: -9

Results for Cc1cc(C(=O)CN2CCCC(C)C2)c(C)n1-c1ccc(F)cc1 (stereo not given) ?
GSK3 alpha inh: -1; PolyA inh: inactive; HSP90 refold inh: 0; GSK3beta inhib: -2; HSF1 inh: -10; Dyrk1A ADPGlo: -1; HDAC3 inh: 3; Platelet DG rel: 4; AI-2 QS mod: 22; HSF1 activator: -21

How did CCOC(=O)CSc1nc2sc3c(c2c(=O)n1-c1ccc(C)cc1)CCN(C)C3 do in these assays?
GSK3 alpha inh: -5; PolyA inh: inactive; HSP90 refold inh: -3; GSK3beta inhib: 2; HSF1 inh: -3; Dyrk1A ADPGlo: 5; HDAC3 inh: -2; Platelet DG rel: 4; AI-2 QS mod: 20; HSF1 activator: -8

Results for Cc1nc2nc[nH]n2c(=O)c1CC(=O)O ?
GSK3 alpha inh: -4; PolyA inh: inactive; HSP90 refold inh: -1; GSK3beta inhib: 3; HSF1 inh: -8; Dyrk1A ADPGlo: -5; HDAC3 inh: 3; Platelet DG rel: -1; AI-2 QS mod: 5; HSF1 activator: 11
